M1 ag parental = counter-screen for M1 agonists: effect in parental CHO-K1 cells | Fluo-8 calcium fluorescence; scaled to maximal ATP response, vehicle zero | activation, % at 3 µM | 0.48% of 360,000 active | AID 602248, 2012; in the data active = activation above about 15%;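 also: untransfected CHO-K1 host cells lacking M1 receptor as counterscreen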
OXTR potentiate = human OXTR potentiators, primary screen, fluorescence, CHO-OTR cells, Fluo-8 calcium | Oxytocin receptor (Homo sapiens), P30559 | Fluo-8 calcium fluorescence, potentiator mode; 0% = oxytocin EC15, 100% = EC100 | activation, % at 3 µM | 0.061% of 320,000 active;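 active = activation above that plate's cutoff, the mean activation of tested compounds plus 3 SD, cut at about 6.6% in these data, passing the limit was not always enough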;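 also: 100% uses oxytocin at 75 nM as the full agonist control; some results filed as inactive read as strong as hits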
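Material: CHO-OTR cells, human receptor; compound dosing: single dose, 3.0 µM nominal final compound concentration; schedule: 6 min compound pre-incubation at room temperature, 100 s kinetic read; measured by: kinetic Fluo-8 calcium fluorescence; read-out basis: % activation vs EC15 and EC100 oxytocin; controls: EC15 oxytocin alone as 0%, 75 nM oxytocin as 100%; replicates: singlicate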
TAAR1 antagonist = human TAAR1 antagonists, primary screen, Fluo-8 calcium fluorescence, CHO RD-HGA16 cells. AID 624466, 2012. antagonist. 1.5% of 360,000 active. Trace amine-associated receptor 1 (Homo sapiens), Q96RJ0. inhibition, % at 3 µM;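 active = inhibition above a per-plate cutoff, the mean inhibition of test compounds on that plate plus 3 SD, cut at about 49% in these data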;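 also: 0% = DMSO plus EC80 beta-PEA response and 100% = DMSO alone without agonist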
Target sequence (Q96RJ0 whole entry, looked up): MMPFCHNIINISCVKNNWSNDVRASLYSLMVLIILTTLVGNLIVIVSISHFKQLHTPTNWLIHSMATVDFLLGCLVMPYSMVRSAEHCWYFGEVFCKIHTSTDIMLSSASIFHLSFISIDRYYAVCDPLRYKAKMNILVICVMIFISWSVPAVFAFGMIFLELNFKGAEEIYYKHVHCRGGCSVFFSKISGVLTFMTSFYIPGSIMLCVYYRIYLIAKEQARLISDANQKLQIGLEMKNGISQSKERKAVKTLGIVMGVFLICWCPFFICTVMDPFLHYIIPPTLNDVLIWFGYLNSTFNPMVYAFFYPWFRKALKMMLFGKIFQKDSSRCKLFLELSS
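Test system – hTAAR1-expressing CHO RD-HGA16 cells, Gα16-coupled · Reagent – β-PEA at EC80 concentration, post-compound challenge · Compound dosing – 3 µM, single point · Timing – 140 s kinetic read after compound, 140 s after agonist · Detection – Fluo-8 intracellular calcium dye fluorescence, real-time kinetic reads · Control set – DMSO and EC80 PEA controls · Repeats – n of 1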
V1aR counter = agonists of human V1a receptor, primary screen, counter-screen for OXTR agonist project, fluorescence, CHO-V1R cells; Vasopressin V1a receptor (Homo sapiens), P37288; Fluo-8 calcium fluorescence, agonist mode; 0% DMSO, 100% 3 nM vasopressin; activation, % at 3 µM; 0.25% of 320,000 active; AID 2797, 2010;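 active = activation above the mean activation of all tested compounds plus 3 SD, per screening run, cut at about 20% in these data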;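 also: signal is peak over basal fluorescence ratio across a 100 second FLIPR read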
Target sequence (P37288 whole entry, looked up): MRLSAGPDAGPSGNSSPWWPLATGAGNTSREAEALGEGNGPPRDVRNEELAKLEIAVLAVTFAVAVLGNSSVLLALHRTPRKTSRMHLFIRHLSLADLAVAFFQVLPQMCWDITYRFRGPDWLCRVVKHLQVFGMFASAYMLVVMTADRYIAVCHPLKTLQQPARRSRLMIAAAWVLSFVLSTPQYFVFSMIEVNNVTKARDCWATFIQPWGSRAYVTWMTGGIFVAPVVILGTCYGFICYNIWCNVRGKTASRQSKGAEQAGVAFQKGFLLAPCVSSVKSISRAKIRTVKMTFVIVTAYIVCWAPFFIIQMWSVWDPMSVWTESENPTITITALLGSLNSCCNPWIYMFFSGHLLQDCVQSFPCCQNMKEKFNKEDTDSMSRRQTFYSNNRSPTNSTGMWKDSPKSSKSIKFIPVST
CHO-K1 Ca PAM = nonselective calcium activators in parental CHO-K1 cells, primary screen, counter-screen for M1 PAM project, cell-based, Fluo-8 calcium fluorescence, full deck, 1536-well; ATP EC20; 0% at ATP EC20, 100% at ATP max; activation, % at 3 µM; 0.02% of 360,000 active;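 active = activation above the run cutoff, the mean activation of all test compounds plus 3 SD, cut at about 40% in these data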;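 also: peak over basal fluorescence ratio in a 140 s read after ATP addition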
CHO parental Ca = ATP-evoked calcium signal inhibitors, parental CHO, primary screen, counter-screen for OX1R antagonist project, cell-based, fluorescence, Fluo-8 calcium dye. parental CHO-K1, ATP-induced calcium, Fluo-8 fluorescence. inhibition, % at 5.6 µM. 0.63% of 330,000 active. AID 463079, 2010;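 active = inhibition above that plate's mean sample inhibition plus 3 SD, cut at about 26% in these data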;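 also: 0% = ATP-challenged DMSO wells and 100% = DMSO wells without ATP; some compounds past the cut are filed as inactive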
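Assay system: untransfected parental CHO cell line. Also added: ATP agonist challenge. Dosing: one dose, 5.6 µM nominal. Measured by: Fluo-8 fluorescence. Read-out: % inhibition. Benchmarks: ATP wells versus no-ATP DMSO wells. Repeats: no replicates.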
OXTR ag = human OXTR agonists, primary screen, fluorescence, CHO-OTR cells, Fluo-8 calcium. Fluo-8 calcium fluorescence; normalized: DMSO 0%, oxytocin 100%. 0.32% of 320,000 active. activation, % at 3 µM;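 active = activation above the mean of all tested compounds plus 3 SD, cutoff set per screening run, cut at about 20% in these data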;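 also: peak over basal fluorescence ratio from a 100 s FLIPR kinetic read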
GPR7 antagonist = GPR7 receptor antagonists, primary screen, cell-based, fluorescence, single concentration | Neuropeptides B/W receptor type 1 (Homo sapiens), P48145 | GPR7-expressing cells, fluorescence antagonist assay | inhibition, % at 4.4 µM | 1.1% of 290,000 active | AID 1861, 2009; in the data active = inhibition above about 16%, passing the limit was not always enough;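 also: cells stimulated with the agonist NPW; 0% = agonist with vehicle and 100% = vehicle without agonist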
Target sequence (P48145 whole entry, looked up): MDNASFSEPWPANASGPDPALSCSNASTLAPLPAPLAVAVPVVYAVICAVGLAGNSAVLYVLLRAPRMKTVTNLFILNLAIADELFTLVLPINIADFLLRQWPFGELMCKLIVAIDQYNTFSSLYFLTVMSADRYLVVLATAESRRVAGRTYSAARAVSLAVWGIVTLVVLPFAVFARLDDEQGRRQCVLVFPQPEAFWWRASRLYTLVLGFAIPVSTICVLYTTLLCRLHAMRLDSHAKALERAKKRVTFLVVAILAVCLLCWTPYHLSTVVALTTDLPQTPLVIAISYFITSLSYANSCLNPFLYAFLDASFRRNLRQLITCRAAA
CHO-K1 Ca antag = counter-screen for M1 antagonists: effect in parental CHO-K1 cells. AID 602250. ATP-induced calcium, Fluo-8 fluorescence. 0.6% of 360,000 active. inhibition, % at 3 µM;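 active = inhibition above a per-plate cutoff, the plate's mean sample inhibition plus 3 SD, cut at about 24% in these data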;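 also: 0% = DMSO plus EC80 ATP and 100% = DMSO alone without ATP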
The depositor's hits bear a star; nt = not tested or not shown.

Key to letters: A = M1 ag parental; B = OXTR potentiate; C = TAAR1 antagonist; D = V1aR counter; E = CHO-K1 Ca PAM; F = CHO parental Ca; G = OXTR ag; H = GPR7 antagonist; I = CHO-K1 Ca antag
> COCC(C)NC(=O)C(C)N1c2cccc3cccc(c23)S1(=O)=O (stereo not drawn)
  A = 1.1; B = -15; C = -3; D = -0.4; E = 21; F = -13; G = -0.8; H = 24; I = -9
> CC(C)(C)N=C1NN=C(c2ccc(Cl)cc2)CS1
  A = -0.6; B = -8; C = -14; D = -0.6; E = 6; F = -14; G = -2.8; H = -13; I = -3
> CN1CCN(c2nc3c(c(=O)[nH]c(=O)n3C)n2Cc2ccc([N+](=O)[O-])cc2)CC1
  A = 0.5; B = -11; C = 8; D = 0.2; E = -9; F = -1; G = 0.4; H = 12; I = -9
> COc1ccc(S(=O)(=O)N(C)C)cc1NC(=O)COC(=O)CC1CCCC1
  A = 1.2; B = -6; C = 9; D = 0.9; E = 13; F = -11; G = -0.4; H = -12; I = -7
> CC(O)c1nc2ccccc2n1Cc1ccccc1 (stereo not drawn)
  A = 0.6; B = -1; C = -9; D = 0.9; E = -21; F = -12; G = 0.4; H = -10; I = 7
> CCn1c(Cc2ccccc2)nnc1SCC(=O)Nc1ccccc1
  A = 0.5; B = -4; C = 10; D = -1.5; E = 0; F = 6; G = -1.0; H = 3; I = 13
> CC(C)(C)c1ccc(C(=O)OC/C(O)=C(\C#N)c2nc3ccccc3s2)cc1
  A = 0.8; B = -4; C = 3; D = 0.4; E = 24; F = -3; G = 1.0; H = -5; I = -10
> O=C(COC(=O)CCC(=O)c1ccc(F)cc1)Nc1nnc(-c2ccccc2)o1
  A = 0.9; B = -4; C = -23; D = -0.2; E = 1; F = 4; G = -0.5; H = nt; I = 0
> Oc1c(C(c2cccs2)N2CCN(c3ccccc3)CC2)ccc2cccnc12 (stereo not drawn)
  A = nt; B = -5; C = nt; D = 0.2; E = nt; F = -3; G = 0.4; H = -10; I = nt
> COc1cc(-n2c(C)nc3cccnc32)c(Cl)cc1C(=O)O
  A = -0.1; B = -9; C = -6; D = -0.7; E = 6; F = -8; G = 0.3; H = -6; I = 4
> Nc1nc(-c2ccco2)nn1C(=O)c1ccc(F)cc1
  A = 0.2; B = nt; C = 18; D = nt; E = -1; F = nt; G = nt; H = -2; I = -6
> COc1cccc(CN2CC(C(=O)NCc3ncc(C)[nH]3)CCC2=O)c1 (stereo not drawn)
  A = 2.0; B = -2; C = -12; D = 1.4; E = 11; F = -2; G = 0.1; H = -10; I = -8
> O=C(CCCc1nc(-c2ccc(Cl)cc2)no1)NC1CCCCC1
  A = 11; B = -9; C = -3; D = 8.7; E = 17; F = 10; G = 5.1; H = 3; I = -11
> CSc1ncc2c(=O)[nH]c(-c3ccccc3)nc2n1
  A = 1.6; B = -10; C = 11; D = 0.2; E = -11; F = 2; G = 0.3; H = -8; I = -5
> CSc1cccc(NC(=S)N2CCC(N(C)C3CCCC3)CC2)c1
  A = 8.2; B = -6; C = -29; D = 0.0; E = 3; F = -12; G = 1.0; H = -7; I = -1
> CCn1c(N2CCN(S(=O)(=O)c3ccccc3C(F)(F)F)CC2)nc2ccccc21
  A = 4.9; B = -21; C = 42; D = 6.5; E = 5; F = -2; G = 2.9; H = -14; I = 2
> Cc1csc(NC(=O)C2CCCCN2S(=O)(=O)c2ccccc2)n1 (stereo not drawn)
  A = 0.3; B = -22; C = -7; D = -0.9; E = -7; F = -15; G = 0.2; H = 11; I = -6
> Cc1ccc(C(=O)NC(=S)NCCCN2CCOCC2)cc1
  A = -0.1; B = -11; C = 3; D = 0.9; E = 0; F = 12; G = 0.4; H = -10; I = 3
> O=C(Nc1nnc([C@@H]2C[C@H](O)[C@@H](CO)O2)s1)Nc1cccc2ccccc12
  A = 0.2; B = nt; C = -14; D = nt; E = 12; F = nt; G = nt; H = nt; I = -5
> CCN(CC(=O)Nc1ccc(S(=O)(=O)N2CCCCC2)cc1)Cc1ccccc1
  A = 0.5; B = 0; C = 14; D = -0.3; E = 12; F = -27; G = -2.2; H = nt; I = -8
> CCCCNc1c(-c2ccc(-c3ccc(C(C)=O)cc3)c(OC)c2)nc2cnccn12
  A = 2.2; B = -6; C = nt; D = -0.1; E = 15; F = -18; G = -1.5; H = nt; I = -14
> CCN=C1SC(C(=O)Nc2cc(Cl)cc(Cl)c2)CC(=O)N1CC (stereo not drawn)
  A = 0.5; B = -4; C = 20; D = -0.4; E = 17; F = -9; G = 0.6; H = -2; I = -15
> Cc1ccc(CCNC(=O)C2CCN(S(=O)(=O)N3CCCCC3)CC2)cc1
  A = 0.4; B = -6; C = 16; D = 6.1; E = 16; F = -14; G = 5.5; H = -3; I = 9
> O=C(N/N=C/c1ccc(N2CCOCC2)cc1)c1ccncc1
  A = 0.3; B = -3; C = 2; D = 1.7; E = 12; F = 2; G = 2.5; H = nt; I = -14
> COc1cccc(NC(=O)Nc2cccc(C)n2)c1
  A = -0.3; B = -13; C = -8; D = -1.1; E = 2; F = -16; G = -2.5; H = 13; I = -10
> COc1ccc(Cc2nnc(NC(=O)c3c(-c4ccccc4)noc3C)s2)cc1
  A = 0.4; B = -7; C = -9; D = 20; E = 17; F = -24; G = 1.5; H = 7; I = -9
> CC(=O)N1CCN(c2ccc(NCc3ccccc3)cc2)CC1
  A = 0.1; B = -13; C = 0; D = -0.4; E = 10; F = -22; G = 0.3; H = -9; I = -6
> COC(=O)CSc1nc(C(C)C)nc2ccccc12
  A = 0.1; B = 0; C = -6; D = -1.9; E = 17; F = -4; G = -1.8; H = -20; I = 0
> COc1ccccc1CNC(=O)CN1C(=O)NC2(CCCCCC2)C1=O
  A = 0.4; B = -4; C = 2; D = 2.0; E = 1; F = -20; G = -0.5; H = nt; I = -13
> COc1ccc([N+](=O)[O-])cc1NC(=O)c1ccccc1SC
  A = -0.4; B = -3; C = -5; D = -0.6; E = 11; F = -3; G = -2.9; H = -14; I = -7
> CC(=O)Nc1ccc(OS(=O)(=O)c2ccc(C)cc2C)cc1
  A = 4.1; B = -15; C = 11; D = 3.1; E = 16; F = 3; G = 2.0; H = 7; I = -8
> COc1cc[n+]([O-])cc1[N+](=O)[O-]
  A = 3.4; B = nt; C = 16; D = nt; E = 21; F = nt; G = nt; H = nt; I = -8
> CC(C)C(NC(=O)C1CCCCC1)C(=O)Nc1ccncc1 (stereo not drawn)
  A = -0.2; B = 2; C = 13; D = 0.3; E = -3; F = -7; G = 0.1; H = 0; I = -2
> COc1cc(N/C=C(\C(C)=O)c2ccccc2)cc(OC)c1
  A = 0.2; B = -8; C = nt; D = -1.5; E = 20; F = -23; G = -2.0; H = 9; I = -15
> COc1cccc(C(C)NC(=O)C2CCCO2)c1 (stereo not drawn)
  A = 7.2; B = -9; C = 0; D = 0.3; E = 26; F = -8; G = -0.3; H = -6; I = 3
> O=C(COC(=O)c1ccc(NS(=O)(=O)c2cccs2)cc1O)NC1CCCCC1
  A = 3.2; B = -4; C = -14; D = 1.2; E = 15; F = 1; G = -0.3; H = -13; I = -9
> CCC(C)(C)NC(=O)Cn1c(=O)oc2cc(S(=O)(=O)N3CC(C)CC(C)C3)ccc21 (stereo not drawn)
  A = 2.0; B = -18; C = -17; D = -1.1; E = 11; F = 2; G = -1.4; H = -2; I = -8
> COCCNC(=O)CN1c2ccccc2CC1C (stereo not drawn)
  A = -0.1; B = -6; C = 8; D = 3.8; E = 17; F = -22; G = 0.2; H = -8; I = -5
> COC(=O)c1ccc(C)c(NC(=O)CCn2[nH]c(=O)ccc2=O)c1
  A = 0.3; B = 5; C = 2; D = -0.1; E = 19; F = -6; G = 1.0; H = nt; I = -11
> Cn1c(=O)c2c(nc(-n3ccnc3)n2Cc2ccccc2)n(C)c1=O
  A = 0.7; B = -15; C = -10; D = 1.3; E = 17; F = -9; G = 0.4; H = -1; I = -12
> C[C@@H]1CCC[C@@]2(O[C@@H](CCO)C[C@@H](O)[C@@H]2O)O1
  A = 0.9; B = -4; C = -1; D = 1.0; E = 25; F = -8; G = 0.1; H = nt; I = -14
> Cc1ccc(S(=O)(=O)Nc2ccc(Br)cc2/C=N/n2cnnc2)cc1
  A = 1.1; B = -9; C = 9; D = 3.1; E = -4; F = -7; G = 3.7; H = -19; I = 10
> CCCC(=O)Nc1cc2c3c(c1)CC(=O)N3CCC2
  A = 0.6; B = -4; C = -20; D = -0.2; E = -2; F = -5; G = -0.8; H = -8; I = -12
> CCC(=O)Oc1ccc(NC(=O)c2ccc(S(=O)(=O)N3CCCC3)cc2)cc1
  A = 3.0; B = nt; C = 18; D = nt; E = 5; F = nt; G = nt; H = nt; I = 8
> COc1ccc(CN2C(=O)C(CC(=O)NCc3cccc4ccccc34)CC(C(=O)N(C)C)=C2C)cc1 (stereo not drawn)
  A = -0.5; B = nt; C = 3; D = nt; E = 15; F = nt; G = nt; H = nt; I = 0
> Cn1c(CC2C(=O)Nc3ccc(Br)cc32)nc2ccccc2c1=O (stereo not drawn)
  A = 1.7; B = -9; C = -8; D = 0.8; E = 14; F = -19; G = 1.2; H = -1; I = -15

Four entries drawn at random from the list so far, as already listed:
Key to letters: A = M1 ag parental; B = OXTR potentiate; C = TAAR1 antagonist; D = V1aR counter; E = CHO-K1 Ca PAM; F = CHO parental Ca; G = OXTR ag; H = GPR7 antagonist; I = CHO-K1 Ca antag
> CCC(=O)Oc1ccc(NC(=O)c2ccc(S(=O)(=O)N3CCCC3)cc2)cc1
  A = 3.0; B = nt; C = 18; D = nt; E = 5; F = nt; G = nt; H = nt; I = 8
> Cn1c(CC2C(=O)Nc3ccc(Br)cc32)nc2ccccc2c1=O (stereo not drawn)
  A = 1.7; B = -9; C = -8; D = 0.8; E = 14; F = -19; G = 1.2; H = -1; I = -15
> COC(=O)c1ccc(C)c(NC(=O)CCn2[nH]c(=O)ccc2=O)c1
  A = 0.3; B = 5; C = 2; D = -0.1; E = 19; F = -6; G = 1.0; H = nt; I = -11
> COc1cc(N/C=C(\C(C)=O)c2ccccc2)cc(OC)c1
  A = 0.2; B = -8; C = nt; D = -1.5; E = 20; F = -23; G = -2.0; H = 9; I = -15

Assay outcomes (PubChem)
